# Assay outcomes: PubChem BioAssay, Sanford-Burnham Center for Chemical Genomics
# ATG4B inh – ATG4B protease inhibitors, primary screen, biochemical, fluorescence, uHTS; AID 504462, 2011; Cysteine protease ATG4B (Homo sapiens), Q9Y4P1; inhibition, % at 8.33 µM; ATG4B cleavage of LC3-PLA2, NBD-HPC fluorescence, 1 h; actives 0.51% (n = 340,000); in the data active means inhibition above about 40%
# Target sequence (Q9Y4P1 whole entry, looked up): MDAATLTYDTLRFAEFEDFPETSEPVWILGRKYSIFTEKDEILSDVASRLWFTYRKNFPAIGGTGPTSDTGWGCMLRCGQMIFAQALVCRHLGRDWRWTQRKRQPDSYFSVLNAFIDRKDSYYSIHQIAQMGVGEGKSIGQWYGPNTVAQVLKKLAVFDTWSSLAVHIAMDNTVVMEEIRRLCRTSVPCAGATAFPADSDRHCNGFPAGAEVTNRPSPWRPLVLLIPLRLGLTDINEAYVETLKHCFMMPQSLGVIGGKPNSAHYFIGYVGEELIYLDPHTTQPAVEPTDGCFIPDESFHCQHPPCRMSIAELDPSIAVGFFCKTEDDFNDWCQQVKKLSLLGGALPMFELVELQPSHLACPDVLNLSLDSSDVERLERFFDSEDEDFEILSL
# mIAP inh – inhibitors of mouse IAP, primary screen, biochemical, luminescence, uHTS; intestinal alkaline phosphatase [Mus musculus]; purified mouse IAP, CDP-Star luminescence, 30 min; inhibition, % at 10 µM; actives 0.2% (n = 330,000);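 active means inhibition of at least 40% at 10 µM in the primary screen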;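 further: plate controls were DMSO with enzyme for no effect and no enzyme wells for full effect; values of inactives mirror those of a sister screen read the other way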
# MIN6 prolif – inducers of MIN6 beta-cell proliferation, primary screen, ATP luminescence, uHTS | AID 2380, 2010 | MIN6 cells proliferation, ATPlite luminescence, 48 h; cells starved in 0.2% serum; 100% = growth in 10% serum | actives 0.29% (n = 330,000) | proliferation, % at 10 µM;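 active means compounds whose signal lies at least 3.5 SD above the mean of all wells on their plate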;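 further: 0% = DMSO-treated cells in low-serum medium and 100% = 10% serum control; some compounds called inactive have numbers as strong as hits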
# hIAP block – human IAP inhibitors, primary screen, biochemical, luminescence, uHTS; Intestinal-type alkaline phosphatase (Homo sapiens), P09923; inhibition, % at 10 µM; purified IAP, CDP-Star luminescence, 30 min; AID 2544, 2010; actives 0.12% (n = 330,000);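 active means inhibition reaching a set limit with compound at 10 µM in the primary screen, cut at about 35% in these data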;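 further: plate controls were DMSO wells with enzyme for no effect and no-enzyme buffer wells for full effect; values of inactives mirror those of a sister screen read the other way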
# hIAP activ – human IAP activators, primary screen, biochemical, luminescence, uHTS. actives 0.16% (n = 330,000). purified human IAP, CDP-Star luminescence, 30 min; hits give high values; 1 = vehicle-only enzyme, 0 = enzyme-free background. activation factor at 10 µM. Intestinal-type alkaline phosphatase (Homo sapiens), P09923;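 active means activation factor of the enzyme at least 2-fold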; further: the source names both 10 and 20 µM as test concentration; values of inactives mirror those of a sister screen read the other way
# A3A deaminase – APOBEC3A ssDNA deaminase inhibitors, primary screen, selectivity assay for APOBEC3G inhibitor project, biochemical, FAM/TAMRA oligo cleavage fluorescence; inhibition, % at 20 µM; AID 493011, 2011; actives 0.41% (n = 330,000); recombinant A3A, FAM/TAMRA ssDNA deamination fluorescence;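 active means at least 40% inhibition at 20 µM here, with at most 30% in a related deaminase screen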;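 further: plate controls were A3A with DMSO for no effect and wells lacking A3A enzyme for full effect; some results filed as inactive read as strong as hits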
# Target sequence (P31941 whole entry, looked up): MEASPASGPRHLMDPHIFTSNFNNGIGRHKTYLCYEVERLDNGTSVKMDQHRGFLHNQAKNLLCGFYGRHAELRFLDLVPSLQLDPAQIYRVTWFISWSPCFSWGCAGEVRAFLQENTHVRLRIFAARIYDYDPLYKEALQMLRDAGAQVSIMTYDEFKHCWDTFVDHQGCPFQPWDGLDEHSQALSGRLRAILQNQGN
# mIAP activ – activators of mouse IAP, primary screen, biochemical, luminescence, uHTS. muIAP, CDP-Star luminescence, 30 min; hits give high values; 1 = vehicle-only enzyme signal, 0 = enzyme-free wells. actives 0.24% (n = 330,000). activation factor at 10 µM. AID 2805, 2010;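 active means activation factor of at least 2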; further: the source names both 10 and 20 µM as test concentration; values of inactives mirror those of a sister screen read the other way
#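 also added = chemiluminescent substrate CDP-Star | test system = mouse IAP enzyme | signal = chemiluminescence readout | compound = DMSO-dissolved test compounds | incubation = 30 min at room temperature | benchmarks = DMSO wells, no-enzyme wells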
# A3G deaminase – APOBEC3G DNA deaminase inhibitors, primary screen, biochemical, fluorescence, single-stranded DNA substrate, uHTS; DNA dC->dU-editing enzyme APOBEC-3G (Homo sapiens), Q9HC16; recombinant A3G, ssDNA deamination FAM/TAMRA fluorescence; inhibition, % at 20 µM; actives 0.28% (n = 330,000); AID 493012, 2011;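 active means inhibition of at least 40% at 20 µM, with no more than 30% in the related APOBEC3A deaminase screen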;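 further: plate controls were DMSO wells with A3G for no effect and wells lacking A3G enzyme for full effect; some compounds called inactive have numbers as strong as hits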
# Target sequence (Q9HC16 whole entry, looked up): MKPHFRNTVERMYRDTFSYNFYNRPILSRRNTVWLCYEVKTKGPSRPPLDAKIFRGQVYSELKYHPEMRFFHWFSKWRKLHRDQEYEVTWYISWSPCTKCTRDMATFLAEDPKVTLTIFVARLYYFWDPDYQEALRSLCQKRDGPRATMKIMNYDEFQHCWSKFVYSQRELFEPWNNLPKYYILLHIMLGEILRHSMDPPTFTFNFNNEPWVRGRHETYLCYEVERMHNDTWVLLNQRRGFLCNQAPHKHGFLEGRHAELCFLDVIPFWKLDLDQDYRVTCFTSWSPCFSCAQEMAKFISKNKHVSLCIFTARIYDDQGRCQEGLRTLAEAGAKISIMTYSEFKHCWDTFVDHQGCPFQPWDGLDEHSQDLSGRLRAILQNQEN
# MPTP inh – mitochondrial permeability transition pore inhibitors, primary screen, biochemical, isolated mouse mitochondria, absorbance; Ca2+ swelling absorbance, 30 min; AID 602449, 2012; actives 1.4% (n = 360,000); inhibition, % at 10 µM;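 active means inhibition of 50% or more, scaled per plate between neutral and stimulator controls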;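 further: 0% = DMSO wells given calcium and 100% = 1 mM EGTA wells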
# * marks the source's active call; other numbers are inactive results.
[1] NS(=O)(=O)c1ccc(NC(=O)CSc2ccc3ccccc3n2)cc1
[2] CC(=O)c1cccc(NC(=O)/C(=C\c2ccco2)NC(=O)c2cccs2)c1
[3] COc1ccc(N=C2SC(CC(=O)Nc3ccccc3)C(=O)N2Cc2ccccn2)cc1 (stereo not drawn)
[4] CCOC(=O)c1ccc(NC(=O)N2CCN(C(=O)c3ccco3)CC2)cc1
[5] CN(C(=O)CSc1nnc(-c2ccncc2)n1C)C1CCS(=O)(=O)C1 (stereo not drawn)
[6] COc1ccc(/C=N/NC(=O)c2cnccn2)cc1O
[7] Cc1ccc(S(=O)(=O)N2CC(C(=O)O)=CC[C@H]2c2ccc(Cl)cc2)cc1
[8] S=C(NCC1COc2ccccc2O1)Nc1ccccc1 (stereo not drawn)
[9] COc1cc(/C=N/NC(=O)c2ccc(CSc3nc4ccccc4[nH]3)cc2)cc(OC)c1OC
[10] CCc1ccc2oc(C(=O)N3CCN(c4ccccc4OC)CC3)cc(=O)c2c1
entry no.	1	2	3	4	5	6	7	8	9	10
ATG4B inh	1	-4	-7	-6	3	-2	11	6	-14	-3
mIAP inh	-6	0	-4	-13	0	-2	-4	-48	2	3
MIN6 prolif	0	1	-1	-2	-2	0.0*	-2	-1	-4	-2
hIAP block	10	13	3	-24	-23	-12	-19	11	2	3
hIAP activ	0.9	0.87	0.97	1.2	1.2	1.1	1.2	0.89	0.98	0.97
A3A deaminase	-8	-3	-4	-3	-1	2	-3	-1	-2	-8
mIAP activ	1.1	1	1	1.1	1	1	1	1.5	0.98	0.97
A3G deaminase	-4	-5	-9	-2	-1	-7	-13	-5	-13	-8
MPTP inh	-2.7	0.0	-2.0	11	-2.1	-0.6	-0.3	3.0	0.5	0.0

# Record cards (already shown).
# CC(=O)c1cccc(NC(=O)/C(=C\c2ccco2)NC(=O)c2cccs2)c1 in the list: ATG4B inh = -4; mIAP inh = 0; MIN6 prolif = 1; hIAP block = 13; hIAP activ = 0.87; A3A deaminase = -3; mIAP activ = 1; A3G deaminase = -5; MPTP inh = 0.0
# CCc1ccc2oc(C(=O)N3CCN(c4ccccc4OC)CC3)cc(=O)c2c1 in the list: ATG4B inh = -3; mIAP inh = 3; MIN6 prolif = -2; hIAP block = 3; hIAP activ = 0.97; A3A deaminase = -8; mIAP activ = 0.97; A3G deaminase = -8; MPTP inh = 0.0

# New compounds follow
[11] CCCCCCc1c(O)nc(SCCN(C)C)[nH]c1=O
[12] O=C(CSc1nnc(-c2ccccc2)c(-c2ccccc2)n1)NCC1CCCO1 (stereo not drawn)
[13] Cc1ccc(S(=O)(=O)NN=C2C3CC4CC(C3)CC2C4)cc1
[14] COc1cc(/C=C\C(=O)NCc2ccc3[nH]c(C)cc3c2)cc(OC)c1OC
[15] CCOc1cccc(C2NC(=S)NC(C)=C2C(=O)Nc2ccccc2)c1 (stereo not drawn)
[16] CCN1CCN(C(=O)c2ccc3c(c2)N(Cc2ccccc2)C(=O)c2ccccc2S3=O)CC1 (stereo not drawn)
[17] CC(NCC(O)COCc1ccc(Cl)cc1)c1ccccc1 (stereo not drawn)
[18] CC(C)N(Cc1ccccc1)C(=O)CN1C(=O)NC2(CCCCCC2)C1=O
[19] CCOc1ccc(C(=S)NC2CCCCC2)cc1
[20] Cc1cc2nc3ccc(N(C)C)cc3nc2cc1N
entry no.	11	12	13	14	15	16	17	18	19	20
ATG4B inh	-3	-7	1	-21	-2	-8	-6	-1	6	-4
mIAP inh	-4	2	-2	-7	4	5	4	5	-2	57*
MIN6 prolif	-2	0	-2	-1	0	-1	-4	-4	-4	-4
hIAP block	-5	-5	3	24	24	4	-8	1	20	-2
hIAP activ	1.1	1	0.97	0.76	0.76	0.96	1.1	0.99	0.8	1
A3A deaminase	-1	1	1	-1	-5	-2	-2	-3	2	47
mIAP activ	1	0.98	1	1.1	0.96	0.95	0.96	0.95	1	0.43
A3G deaminase	-1	-7	-6	-1	-7	-3	-7	-9	1	69
MPTP inh	-0.2	-1.3	0.9	-2.0	0.6	0.5	2.1	-0.4	-0.1	8.2

# In another format: results already given
cpd	mol	ATG4B inh	mIAP inh	MIN6 prolif	hIAP block	hIAP activ	A3A deaminase	mIAP activ	A3G deaminase	MPTP inh
5	CN(C(=O)CSc1nnc(-c2ccncc2)n1C)C1CCS(=O)(=O)C1 (stereo not drawn)	3	0	-2	-23	1.2	-1	1	-1	-2.1
12	O=C(CSc1nnc(-c2ccccc2)c(-c2ccccc2)n1)NCC1CCCO1 (stereo not drawn)	-7	2	0	-5	1	1	0.98	-7	-1.3

# Following part:
[21] Nc1nnc(-c2ccc(Cl)c([N+](=O)[O-])c2)s1
[22] CC(Oc1cccc(Cl)c1)C(=O)Nc1cc(=O)n(C)c(=O)n1C (stereo not drawn)
[23] C/C(=N\N1CCN(C2c3ccccc3-c3ccccc32)CC1)c1ccncc1
[24] Cn1cc(/C=C2\SC(=O)N(c3ccccc3)C2=O)c2ccccc21
[25] Cc1cc(C)nc(NS(=O)(=O)c2ccc(NC(=O)c3cc(-c4ccccc4)nc4ccccc34)cc2)n1
[26] C#Cc1cccc(-n2nnc(C(=O)OC)c2-c2ccccc2)c1
[27] COc1ccc(C(=O)NCC(=O)N2CCc3ccccc3C2)cc1
[28] CC1(C)CC(NC(=O)COc2ccccc2Cl)CC(C)(C)N1
[29] Cc1ccccc1N(C(=O)c1snc(C(N)=O)c1N)C(C(=O)NCC1CCCO1)c1ccc(N(C)C)cc1 (stereo not drawn)
[30] CCOc1ccc(C(=O)Nc2cccc(-c3ccc(N4CCOCC4)nn3)c2)cc1OCC
entry no.	21	22	23	24	25	26	27	28	29	30
ATG4B inh	0	-7	-3	-6	3	0	0	-8	-2	-1
mIAP inh	-7	-2	5	2	8	0	2	16	-1	0
MIN6 prolif	0	0	-3	0	-3	-1	-1	1	0	-2
hIAP block	0	6	17	-7	-7	-20	7	7	0	0
hIAP activ	1	0.94	0.83	1.1	1.1	1.2	0.93	0.93	1	0.99
A3A deaminase	-1	-3	-2	0	-1	-7	2	-4	-6	5
mIAP activ	1.1	1	0.95	0.98	0.92	1	0.98	0.84	1	1
A3G deaminase	-6	-8	-4	-1	-4	-6	0	-9	-10	-6
MPTP inh	1.2	-0.7	1.1	-6.8	-2.7	0.5	-0.1	0.1	0.0	0.1

# Brought forward from above: 4 entries, followed by the next part.
[27] COc1ccc(C(=O)NCC(=O)N2CCc3ccccc3C2)cc1
[28] CC1(C)CC(NC(=O)COc2ccccc2Cl)CC(C)(C)N1
[29] Cc1ccccc1N(C(=O)c1snc(C(N)=O)c1N)C(C(=O)NCC1CCCO1)c1ccc(N(C)C)cc1 (stereo not drawn)
[30] CCOc1ccc(C(=O)Nc2cccc(-c3ccc(N4CCOCC4)nn3)c2)cc1OCC
[31] CCOc1ccc(S(=O)(=O)N2CCC(C(=O)NCc3ccco3)CC2)cc1
[32] COc1cccc(-c2nc(NCc3ccccc3)c3ccccc3n2)c1O
[33] CCOC(=O)c1c(NC(=O)CN2CCN(C(=O)c3ccco3)CC2)sc(C)c1C
[34] CCn1c(=O)cc(O)c2ccccc21
[35] Cc1ccc(S(=O)(=O)N2CCN(Cc3cc(=O)n4ccccc4n3)CC2)c(C)c1
[36] COc1cc2[nH]c(=S)n(Cc3cccs3)c(=O)c2cc1OC
[37] COc1ccc(NC2=CC(=S)NC(C)(C)C2)cc1
[38] CCOc1ccccc1C(=O)Nc1ccc(S(=O)(=O)N2CCOCC2)cc1
[39] CN1C(=O)/C(=C/c2cn(CC(=O)N3CCCCC3)c3ccccc23)NC1=S
[40] COCCCNC(=S)N/N=C/c1ccc(N(C)C)cc1Cl
entry no.	27	28	29	30	31	32	33	34	35	36	37	38	39	40
ATG4B inh	0	-8	-2	-1	-4	-10	5	0	-46	2	2	7	2	-4
mIAP inh	2	16	-1	0	-7	5	5	6	5	-8	9	5	10	-6
MIN6 prolif	-1	1	0	-2	-3	-4	1	-2	2	-2	-3	0	-4	-2
hIAP block	7	7	0	0	-30	12	-6	-3	3	-2	20	4	-2	12
hIAP activ	0.93	0.93	1	0.99	1.3	0.88	1.1	1	0.97	1	0.8	0.96	1	0.88
A3A deaminase	2	-4	-6	5	1	1	2	-9	0	-7	-5	-18	-3	-1
mIAP activ	0.98	0.84	1	1	1.1	0.95	0.95	0.94	0.95	1.1	0.91	0.95	0.9	1.1
A3G deaminase	0	-9	-10	-6	-2	1	-3	-8	1	-19	-10	-7	-3	-5
MPTP inh	-0.1	0.1	0.0	0.1	-0.9	4.2	0.1	-0.3	0.0	0.4	-0.1	-2.6	1.3	0.7

[41] COc1ccc(S(=O)(=O)n2cnc3cc(C)c(C)cc32)cc1
[42] CCOc1ccc(NS(=O)(=O)c2ccc(C(=O)NCCCN3CCCC3=O)cc2)cc1
[43] NC(=O)C1CCN(c2nc(-c3ccccc3N)cs2)CC1
[44] CC(C)CC(=O)NC(=S)Nc1ccc(N2CCCC2)c(Cl)c1
[45] Cc1ccc(C)c(OCCC(=O)OCC(=O)NC(=O)NC2CCCCC2)c1
[46] COc1ccccc1N1CCN(C(=O)c2ccc(Cl)c(S(=O)(=O)N3CCOCC3)c2)CC1
[47] CCCCOP(=O)(OCCCC)C(O)c1ccc(N(C)C)cc1 (stereo not drawn)
[48] COc1ccc(-c2c(NC(C)=O)n(C)c3ccccc3c2=O)cc1
entry no.	41	42	43	44	45	46	47	48
ATG4B inh	-10	-9	-3	-1	-2	-1	2	3
mIAP inh	2	-5	7	3	-8	2	1	-4
MIN6 prolif	-2	-1	-1	-4	-6	-2	10	0
hIAP block	-12	-13	15	7	-6	-17	-10	16
hIAP activ	1.1	1.1	0.85	0.93	1.1	1.2	1.1	0.84
A3A deaminase	0	1	-6	-3	-1	3	-4	-1
mIAP activ	0.97	1	0.93	0.97	1.1	0.98	0.99	1
A3G deaminase	-1	-3	-7	-7	-4	-2	-4	-5
MPTP inh	50	-1.3	-0.9	2.0	-0.6	-0.3	2.2	2.0
